C2C12 statin: suppression of simvastatin myotoxicity. C2C12 myotubes + simvastatin, ATP luminescence, 48 h; scaled: DMSO 0, geranylgeraniol control 100. rescue of ATP level, % at 7.49 µM. actives 0.78% (n = 330,000). AID 602340;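 active = mean ATP rescue above about 67%, or every replicate alone reaching that limit, limit read from the data, passing the limit was not always enough; inconclusive = no clear call, values can overlap the other calls; inactive = mean under the limit and some replicate under it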;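 also: myotubes were challenged with 10 µM simvastatin during compound exposure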
esBAF inh: inhibitors of esBAF chromatin remodeling in mouse ES cells; actives 2% (n = 350,000); reporter increase, % at 12.5 µM; AID 602393; Bmi1-luciferase knock-in reporter, 24 h; 100% = twice the neutral-well signal; in the data active = activation above about 40%; inconclusive = no clear call, values can overlap the other calls;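 also: 0% = median of the plate's neutral control wells and 100% = double that signal; a rise in the Bmi1 reporter signal indicates esBAF inhibition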
* hit, by the source's call; ? = inconclusive.

Start of the listing, in advance, 17 compounds:
SMILES	C2C12 statin	esBAF inh
Cc1cccc(CC2CC(=O)N(c3ccccc3)C2=O)c1 (centres undefined)	10	2
CC(=O)Nc1c(NCC(C)C)c2ccccc2oc1=O	-2	-2
O=C1c2ccccc2-c2onc3ccc(NCc4ccco4)c1c23	-9	-14
O=C(O)CCC(=O)CCC(=O)c1ccccc1	-23	-1
Cc1cc(NC(=O)CCC(=O)N(CCc2ccccc2)C(C(=O)NC2CCCC2)c2ccco2)no1 (centres undefined)	2	-6
CC1(C)Cc2ccccc2-c2nc(NCCO)n(-c3ccccc3)c(=O)c21	15	-5
CCC(CC)=N/N=C/c1c(O)n(CC)c2cc(C3=NNC(=O)CC3)ccc12	-11	-5
CC(=O)N(Cc1ccc(F)cc1)C1=C(NCc2ccccc2)C(=O)c2ccccc2C1=O	-113	-80
COc1ccc(-c2ccc(-c3noc(C)n3)c(OC)n2)cc1	-61	?
COc1ccc(NC(=O)c2ccco2)cc1NC(=O)c1c(F)c(F)c(OC)c(F)c1F	-19	8
Cc1nnc(NC(=O)CSc2ncnc3scc(-c4ccccc4)c23)s1	-1	0
Fc1ccc(Nc2nc(N3CCOCC3)c3ccccc3n2)cc1	52	4
O=[N+]([O-])c1cc2oc3c(c2c(C=NCc2ccncc2)c1O)CCCC3	6	-11
N#Cc1c(NC(=O)c2ccc(-c3ccccc3[N+](=O)[O-])o2)sc2c1CCCC2	-64	20
Cc1cc(C)c2c(CC(=O)N(CCC#N)Cc3cccnc3)coc2c1	18	-1
CN(C)c1ccc(C2C=C(c3ccc(Cl)cc3OC(F)F)Nc3ncnn32)cc1 (centres undefined)	-117	-9
CC(Sc1nnc(Cc2cccs2)n1C1CCCCC1)C(=O)NCc1ccco1 (centres undefined)	7	0

The list itself, repeating the preview:
SMILES	C2C12 statin	esBAF inh
Cc1cccc(CC2CC(=O)N(c3ccccc3)C2=O)c1 (centres undefined)	10	2
CC(=O)Nc1c(NCC(C)C)c2ccccc2oc1=O	-2	-2
O=C1c2ccccc2-c2onc3ccc(NCc4ccco4)c1c23	-9	-14
O=C(O)CCC(=O)CCC(=O)c1ccccc1	-23	-1
Cc1cc(NC(=O)CCC(=O)N(CCc2ccccc2)C(C(=O)NC2CCCC2)c2ccco2)no1 (centres undefined)	2	-6
CC1(C)Cc2ccccc2-c2nc(NCCO)n(-c3ccccc3)c(=O)c21	15	-5
CCC(CC)=N/N=C/c1c(O)n(CC)c2cc(C3=NNC(=O)CC3)ccc12	-11	-5
CC(=O)N(Cc1ccc(F)cc1)C1=C(NCc2ccccc2)C(=O)c2ccccc2C1=O	-113	-80
COc1ccc(-c2ccc(-c3noc(C)n3)c(OC)n2)cc1	-61	?
COc1ccc(NC(=O)c2ccco2)cc1NC(=O)c1c(F)c(F)c(OC)c(F)c1F	-19	8
Cc1nnc(NC(=O)CSc2ncnc3scc(-c4ccccc4)c23)s1	-1	0
Fc1ccc(Nc2nc(N3CCOCC3)c3ccccc3n2)cc1	52	4
O=[N+]([O-])c1cc2oc3c(c2c(C=NCc2ccncc2)c1O)CCCC3	6	-11
N#Cc1c(NC(=O)c2ccc(-c3ccccc3[N+](=O)[O-])o2)sc2c1CCCC2	-64	20
Cc1cc(C)c2c(CC(=O)N(CCC#N)Cc3cccnc3)coc2c1	18	-1
CN(C)c1ccc(C2C=C(c3ccc(Cl)cc3OC(F)F)Nc3ncnn32)cc1 (centres undefined)	-117	-9
CC(Sc1nnc(Cc2cccs2)n1C1CCCCC1)C(=O)NCc1ccco1 (centres undefined)	7	0
COc1ccccc1Cn1nnc2c(=O)[nH]c(C3CCN(C(=O)c4ccc(C)cc4)CC3)nc21	0	-3
Cc1ccc(-c2csc(N(Cc3ccco3)C(=O)c3cccs3)n2)cc1	-21	3
Cc1occc1-c1nc(-c2ccncc2)no1	15	18
O=C(CCc1ccccc1)Nc1ccc2c(c1)C(=O)OC2	-8	11
CCSc1nc2c(c(=O)n1Cc1ccccc1)SC(C)C2 (centres undefined)	8	-3
O=C(CCn1c(SCC(=O)c2ccccc2)nc2ccccc2c1=O)NCc1ccc(F)cc1	4	12
FC(F)(F)c1ccccc1NC(=S)NN1CCOCC1	-5	-11
O=C(c1ccccc1NS(=O)(=O)c1ccc(Br)s1)N1CCCC1	24	-5
CC/C(=N\NC(=O)CNC(=O)/C=C/c1ccco1)c1ccccc1	4	-11
CCOC(=O)c1cnc(SCc2ccc(C)cc2)nc1N	-11	61*
COc1ccc2cc(CN(CC3CCCO3)S(=O)(=O)c3ccccc3)c(=O)[nH]c2c1 (centres undefined)	4	4
COc1ccc(-n2ccnc2SCC(=O)NCc2ccc3c(c2)OCO3)cc1	5	5
Cc1csc(SCC(=O)Nc2cccc(S(=O)(=O)N3CCCC3)c2)n1	136*	11
COc1cc([C@H]2c3[nH]c4ccccc4c3C[C@H]3C(=O)N4[C@@H](c5cc(OC)c(OC)c(OC)c5)c5[nH]c6ccccc6c5C[C@H]4C(=O)N23)cc(OC)c1OC	-80	1
CCN(CC)S(=O)(=O)c1ccc(NC(=O)C2COc3ccccc3O2)cc1 (centres undefined)	-12	2
O=S(=O)(NCCCO)c1ccc2c(c1)Cc1cc(S(=O)(=O)NCCCO)ccc1-2	-1	0
CCOC(=O)[C@H]1[C@H]2COc3cc(OC)ccc3[C@@H]2N2C(=O)N(c3ccc(Br)cc3)C(=O)[C@@]12C	4	2
CCOC(=O)C(NC(=O)c1ccccc1)(N1CCCC1=O)C(F)(F)F (centres undefined)	8	0
O=C(Nc1ccc2c(c1)OCCO2)NC1CCCCC1	-15	-2
CSc1nsc(SCC(=O)N2CCCc3ccccc32)n1	92*	7
CCS(=O)(=O)c1ccc2oc(Nc3ccccc3C)nc2c1	-22	55*
CCOc1cccc(-c2nn3c(-c4cc(C)[nH]n4)nnc3s2)c1	17	-10
CC1=NOC(=O)/C1=C\c1ccc(-c2cccc(Cl)c2)o1	13	-10
O=C(NCC1CCCO1)c1ccccn1 (centres undefined)	-7	-7
Cc1nc(NC(=O)c2ccco2)sc1C(=O)Nc1ccc(Br)cc1	11	-2
COc1ccc(C2C(C(=O)c3ccc(C)o3)=C(O)C(=O)N2c2cc(C)on2)cc1OC (centres undefined)	3	-3
CCc1ccccc1OCc1nnc(N)s1	-17	-1
COc1cccc2cc(C(=O)CS(=O)(=O)c3ccc(C)cc3)c(=O)oc12	-3	1
O=C(NCCO)c1scc2c1OCCO2	3	-2
COc1cc(C(=O)Nc2nc3ccc(C)cc3s2)ccc1OCc1c(C)noc1C	-8	6
CC(C)(C)NC(=S)Nc1ccc(Br)cc1	-6	8
Cc1ccc(C(c2nnnn2CCc2ccccc2)N2CCC(C)CC2)cc1 (centres undefined)	-6	0
CCS(=O)(=O)N1CCN(C2CCC(c3ccccc3)CC2)CC1 (centres undefined)	38	1
COc1ccc(CNc2nn[nH]n2)cc1OC	2	-2
c1ccc(OCCOc2ncnc3ccccc23)cc1	-2	51*
CSc1nc(Oc2ccc(C)cc2)cc(C(F)(F)F)n1	-4	0
N#CC1=C(N)NC(SCc2ccc(F)cc2)=C(C#N)C12CCCCC2	-40	-9
O=C(c1ccccc1)c1cnc(Nc2ccccc2Cl)s1	-4	55*
Cc1n[nH]c(=S)c2nn(-c3ccccc3F)c(C)c12	3	-8
CS(=O)(=O)N(CC(=O)N1CCC(C(N)=O)CC1)c1ccc(Oc2ccccc2)cc1	3	-2
COc1ccc2c(c1)cc(C(=O)O)n2C	-1	-5
Cc1ccc(CNC(=O)C2(NC(=O)Nc3ccc(C)cc3)CCCCC2)cc1	-9	6
COC(=O)c1cc2n3ccccc3c(C)c(-c3ccccc3)c-2c1C(=O)OC	2	1
Next records:
SMILES	C2C12 statin	esBAF inh
CCOC(=O)C1=C(O)C(=O)N(c2ccc(S(N)(=O)=O)cc2)C1c1ccccc1 (centres undefined)	-5	2
COc1ccc(CCn2c(NCc3ccco3)nc3c2c(=O)[nH]c(=O)n3C)cc1	5	-11
CCCCSc1nnc(-c2cc(Br)ccc2N)c(=O)[nH]1	24	29
CCOC(=O)Cc1cc(=O)n2[nH]c(C)c(-c3ccc(OC)cc3)c2n1	5	1
CCC1C/C(=C\c2cc(OC)c(OC)cc2OC)C(=O)/C(=C/c2cc(OC)c(OC)cc2OC)C1 (centres undefined)	-6	-6
COc1ccc(OC)c(Nc2nc(N)nc(-c3cc4ccccc4o3)n2)c1	-14	-5
CCOc1c(C(N)=O)c(-c2ccccc2)c2c(=O)[nH]c3ccccc3n12	-52	8
N#Cc1ccc(OCC(=O)NCCc2ccc(S(N)(=O)=O)cc2)cc1	-16	-1
O=C(Nc1ccc2c(c1)oc1ccccc12)c1cccnc1	-54	68*
Cc1ccc(C(=O)CSc2nc3ccccc3c(=O)n2N)o1	-43	-6
CCOC(=O)C(CCCOc1ccccc1)C(=O)OCC	9	0
COC(=O)c1ccc(C2C(C#N)=C(C)NC3=C2C(=O)CC(C)(C)C3)cc1 (centres undefined)	11	6
CCn1nc(C(=O)OC(C(=O)c2c[nH]c3ccccc23)c2ccccc2)c2ccccc2c1=O (centres undefined)	2	6
CC(C)NC(=O)/C(=C/c1ccco1)c1ccccc1	-5	1
Cc1ccc2c(CSc3nnc(C4CC4)n3N)cc(=O)oc2c1	1	5
O=c1cc(CSc2ccccn2)nc(N2CCN(c3ccccc3)CC2)[nH]1	17	-5
Cn1cccc1/C=N/n1cnnc1	-8	1
COc1ccc(S(=O)(=O)Nc2ccc(F)c(F)c2)cc1Cl	17	-6
O=C(Nc1cccnc1)c1ccccc1F	9	-4
O=S(=O)(NCc1cccs1)c1cccc2cccnc12	14	-3
Cc1ccc(C)c(NC(=O)C2CC(O)CN2C(=O)OC(C)(C)C)c1 (centres undefined)	4	-6
CC(=O)Nc1ccc(N/C=C/C(=O)C(C)(C)C)cc1	-4	8
O=C(CC1NCCNC1=O)Nc1ccc2c(c1)OCCO2 (centres undefined)	-4	6
O=C(NCc1ccccn1)c1c(O)c2cccc3c2n(c1=O)CC3	-10	-1
Oc1ccc(/C=N/NC(=S)NCc2ccco2)cc1	4	8
CO[C@@H]1CN(C)C(=O)c2ccc(NC(=O)c3ccccn3)cc2OC[C@@H](C)N(Cc2ccccn2)C[C@H]1C	11	-2
COC(=O)c1ccccc1NC(=O)C1CC(=O)N(c2ccc(C)c(C)c2)C1 (centres undefined)	-1	-1
CCCCN=C(C)C1=C(O)CSC1=O	-4	5
COCCCn1ccc(O)c(Cc2ccc(F)cc2)c1=O	-7	-6
FC(F)Sc1nnc(-c2cccs2)n1-c1ccccc1	32	-7
Cc1oc2c(c(=O)c1C)C(=O)CC(c1ccccc1)C2 (centres undefined)	-1	-5
Cc1sc2nc(SCc3nnc(-c4cccs4)o3)n(C3CCCC3)c(=O)c2c1C	-11	-6
CCOC(=O)c1cccc(NC(=O)c2ccco2)c1	-25	5
Cc1cc(C(=O)O)sc1C	16	3
Cn1c(=O)c2c(nc(Br)n2CCSc2ncccn2)n(C)c1=O	6	2
CCc1nc(N2CCN(C(=O)c3ccccc3)CC2)c(C#N)c2c1COC(C)(C)C2	5	-3
Fc1ccc(COc2ccc(/C=N/n3cnnc3)cc2)cc1	5	10
CCOC(=O)c1c(NC(=O)CCC(=O)N2CCOCC2)sc2c1CC(C)(C)OC2	2	-2
CCCn1cnc2sc(C(N)=O)c(C)c2c1=O	6	-4
CCN(CC)C(=O)c1cccc(-c2csc(C(C)(O)c3ccc(F)c(F)c3)n2)c1 (centres undefined)	8	-4
Cc1cccc(-n2c(-c3ccncc3)n[nH]c2=S)c1	0	-1
Cc1cc(NC(=O)CSc2nnc(-c3ccncc3)n2N)ccc1Br	-23	0
CCn1c(=O)cc(SCC(=O)Nc2cccnc2)c2ccccc21	-4	-9
COc1ccc(NC(=O)c2sc3cc(C(F)(F)F)cnc3c2-c2cccs2)cc1	-18	3
CNC(=O)c1ccccc1S(=O)c1ccccc1C#N (centres undefined)	-3	-7
NS(=O)(=O)c1ccc(NC(=O)CSc2nnc(COc3ccccc3Cl)n2C2CC2)cc1	2	-8
CC(NC(=O)c1csc2ccccc12)C1CCCO1 (centres undefined)	-14	21
O=C(NCCCN1CCCC1)c1cccc(N2CCCC2=O)c1	-11	-6
O=C(COc1ccc(Br)cc1)c1ccc2c(c1)CCCC2	8	14
CC1(C)NC(=O)N(CC(O)COc2ccc(-c3ccccc3)cc2)C1=O (centres undefined)	-7	11
CC12CCC(=O)N1c1ccccc1C(=O)N2c1ccccc1 (centres undefined)	-4	-1
CCCn1c(N)c(C(=O)CSc2nnc(C)n2Cc2ccccc2)c(=O)n(C)c1=O	-20	5
CCCOc1cccc(C(=O)Nc2cc(NC(=O)c3ccco3)ccc2OC)c1	-18	-10
COC(=O)Cn1cnc2c1c(=O)n(C)c(=O)n2C	6	-9
CC(C)C[C@@H]1CN=C(N)N1C[C@@H]1CCCN1C[C@H](C)N1C[C@@H](Cc2ccccc2)N(CCc2ccc(Cl)c(Cl)c2)C1=N	-36	7
C(=N\n1cnnc1SCc1ccccc1)/c1ccco1	13	0
CCN(CC)c1ccc2cc(-c3nc4ccccc4[nH]3)c(=O)oc2c1	-270	-34
COc1c(F)c(F)c(C(=O)Nc2ccc3oc(-c4ccncc4)nc3c2)c(F)c1F	-20	-5
COc1cc(-c2nnc(SCC(=O)N3CCCC3)o2)cc(OC)c1OC	-6	1
CCOC(=O)c1cc(S(=O)(=O)N2CCN(C(=O)OCC)CC2)cn1C	2	-5
Remaining list, next part.
SMILES	C2C12 statin	esBAF inh
CCCCNC(=S)NNC(=O)c1csc2c1CCC(C)C2 (centres undefined)	54	-9
CC(NC(=O)Nc1nccs1)(C(F)(F)F)C(F)(F)F	-6	-2
COc1ccc(CC2C(=O)OC(C)(C)OC2=O)cc1	2	1
CCN(CC)c1ncc(C)c(=O)[nH]1	11	-5
O=C(Nc1cc2c(cc1Br)OCCO2)c1cccs1	-3	37
CCOC(=O)N1CCN(C(=O)Cc2ccc(C)cc2)CC1	-5	-8
CCCOc1ccc(C2C(C(=O)OC)=C(C)N=C3SCCC(=O)N32)cc1OCC (centres undefined)	2	3
CCn1c(N)nc2ccccc21	1	53*

The list is partial, so the mix of outcomes need not match the whole.
